TDP1 cell CPT – growth inhibition of DT40 Tdp1-/-;hTDP1 cells with camptothecin (screen for TDP1 inhibitors). Potency, µM (highest dose often 46.2 µM), inactives show top-dose activity change, negative = growth inhibition, hits mostly inhibitors. 420,000 tested, 12% active. chicken DT40 Tdp1-/-;hTDP1 cells + 20 nM CPT, ATP luminescence, 48 h; note: nearly all actives have a fitted effect of over 55% in size
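Chicken DT40 Tdp1-/- cells stably complemented with human TDP1 were seeded at 400 cells/well in medium containing 20 nM camptothecin, exposed to pin-transferred compounds, and grown at 37 °C for at least 48 hr. Viability was read as ATP luminescence.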
TDP1 cell noCPT – qHTS for Inhibitors of human tyrosyl-DNA phosphodiesterase 1 (TDP1): qHTS in cells in absence of CPT. DT40 Tdp1-/- hTDP1 cells, no CPT, ATP luminescence, 48 h. Potency, µM (series often up to 46.2 µM), for the others: at the top dose activity change, negative = growth inhibition, hits mostly inhibitors. 420,000 tested, 15% active. AID 686978, 2013; note: nearly all actives have a fitted effect of over 55% in size
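Cells were dispensed at 400 per well, compounds added by pin tool, plates incubated ≥48 hr at 37 °C, then CellTiter-Glo added for 30 min at room temperature before luminescence reading. Line: DT40 Tdp1-/- complemented with hTDP1; camptothecin omitted.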
TDP1 block – blocks human tyrosyl-DNA phosphodiesterase 1; Potency, µM (doses to about 130 µM), for inactives: top-dose activity change, negative = inhibition, actives largely listed as inhibitors; 350,000 tested, 0.28% active; recombinant TDP1, AlphaScreen DNA substrate cleavage; AID 485290; note: nearly all actives have a fitted effect of over 40% in size
Target sequence (Q9NUW8 whole entry, looked up): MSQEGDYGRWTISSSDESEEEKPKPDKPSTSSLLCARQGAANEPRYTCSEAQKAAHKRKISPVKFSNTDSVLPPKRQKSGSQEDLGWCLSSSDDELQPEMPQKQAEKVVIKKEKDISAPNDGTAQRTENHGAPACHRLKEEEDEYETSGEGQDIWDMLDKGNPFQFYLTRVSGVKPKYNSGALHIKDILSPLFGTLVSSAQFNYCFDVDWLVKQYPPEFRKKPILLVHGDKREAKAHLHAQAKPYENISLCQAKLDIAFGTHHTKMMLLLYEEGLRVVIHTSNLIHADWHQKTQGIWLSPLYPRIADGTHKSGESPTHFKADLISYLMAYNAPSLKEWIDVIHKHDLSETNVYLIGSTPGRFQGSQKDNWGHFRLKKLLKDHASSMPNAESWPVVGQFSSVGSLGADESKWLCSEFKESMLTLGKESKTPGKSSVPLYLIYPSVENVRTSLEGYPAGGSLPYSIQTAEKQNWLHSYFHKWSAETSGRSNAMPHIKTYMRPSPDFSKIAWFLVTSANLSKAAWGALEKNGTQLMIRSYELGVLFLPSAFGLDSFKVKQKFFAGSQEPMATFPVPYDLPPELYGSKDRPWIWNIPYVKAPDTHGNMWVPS
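E. coli-derived human Tdp1, 1 nM final. Cpd preinc 15 min RT; substrate 15 nM final, 5 min RT; AS bead mix 10 ug/ml final, 10 min RT. Signal loss = tyrosine-FITC cleavage. No-enzyme wells = max signal.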
Numbers without * were called inactive; ? = inconclusive; nt = no result given; [ ] = dose if it differs, or a comment. Calls come from the whole dose curve; as a rule, active = well fitted curve in the direction sought with a large enough effect; inconclusive = small, poorly fitted or top-dose-only effect, or another doubt; inactive = no such curve, though single readings can be large; an effect the other way counts as inactive or inconclusive. % is set by controls: 0 for no effect and ±100 for the full control effect; potency is the fitted concentration of half-maximal effect.

A first look:
Molecule	TDP1 cell CPT	TDP1 cell noCPT	TDP1 block
O=C(NCCCn1ccnc1)C(=O)NCC1OCCN1S(=O)(=O)c1ccc(Cl)cc1 (centres undefined)	11%	2%	1%
COc1cc(Nc2nnc(C)s2)c(Cl)cc1Cl	-14%	-29%	8%
Cc1ccc(O)c(NC(=O)CCS(=O)(=O)c2nc(-c3cccs3)cc(C(F)(F)F)n2)c1	2.6µM*	5.8µM*	3%

The listing, previewed entries included:
Molecule	TDP1 cell CPT	TDP1 cell noCPT	TDP1 block
O=C(NCCCn1ccnc1)C(=O)NCC1OCCN1S(=O)(=O)c1ccc(Cl)cc1 (centres undefined)	11%	2%	1%
COc1cc(Nc2nnc(C)s2)c(Cl)cc1Cl	-14%	-29%	8%
Cc1ccc(O)c(NC(=O)CCS(=O)(=O)c2nc(-c3cccs3)cc(C(F)(F)F)n2)c1	2.6µM*	5.8µM*	3%
COc1ccc(-c2oc3ccc(-c4ccc5c(c4)OCO5)cc3c2-c2ccc(OC)nc2)cc1	?	?	nt
Cc1cc(C)c(C(=O)NCC(=O)c2ccccc2)c(C)c1	-25%	?	nt
COc1ccc(-c2coc3c(C(=O)NCC(C)C)cccc23)c(C)c1	?	?	nt
COc1ccc2[nH]c(=O)c(CN(C(=O)c3ccccn3)c3ccccc3)cc2c1	-23%	?	4%
CN(C)CCNc1oc(-c2ccccc2Cl)nc1S(=O)(=O)c1ccccc1	-16%	-12%	3%
CN(C)c1ccc(S(=O)(=O)NCC(=O)NCCOc2ccccc2F)cc1[N+](=O)[O-]	-20%	?	-12%
O=S(=O)(c1ccc(Br)cc1)N1CCC2(CC1)OCCO2	10%	-23%	1%

Part of the list above, reduced to TDP1 cell CPT and TDP1 cell noCPT:
| canonical_smiles | TDP1 cell CPT | TDP1 cell noCPT |
| --- | --- | --- |
| COc1ccc2[nH]c(=O)c(CN(C(=O)c3ccccn3)c3ccccc3)cc2c1 | -23% | ? |
| CN(C)CCNc1oc(-c2ccccc2Cl)nc1S(=O)(=O)c1ccccc1 | -16% | -12% |
| CN(C)c1ccc(S(=O)(=O)NCC(=O)NCCOc2ccccc2F)cc1[N+](=O)[O-] | -20% | ? |

Other results
Molecule	TDP1 cell CPT	TDP1 cell noCPT	TDP1 block
CCCCOC(=O)CCCN1C(=O)/C(=C2\SC(=S)N(CCCC(=O)OCCCC)C2=O)SC1=S	-15%	5%	nt
COc1ccc(C)cc1NC(=O)CCS(=O)(=O)c1ccc2c(c1)oc(=O)n2C	-2%	1%	1%
Cc1ccsc1/C=N\NC(=O)c1cc(C(C)(C)C)[nH]n1	-24%	?	5%
CCOC(=O)CSc1nnc(CNC(=O)c2cc(OC)c(OC)c(OC)c2)n1C	5%	?	7%
COc1cccc(CC2(CO)CCCN(Cc3ccccc3Cl)C2)c1 (centres undefined)	?	?	nt
COC(=O)c1ccc(NC(=O)CCN2C(=O)C3C4CCC(C4)C3C2=O)cc1 (centres undefined)	-4%	-21%	4%[56.1 µM]
COc1ccc(OC2C(=O)N(Cc3ccc(F)cc3)C2c2cc(OC)c(OC)c(OC)c2)cc1 (centres undefined)	?	23µM*	-3%
Cc1cc(C(=O)COC(=O)CNC(=O)c2ccc(Cl)c(Cl)c2)c(C)n1Cc1ccco1	1%	-11%	0%
Cc1ccsc1/C=C/c1ccc2cccc(O)c2n1	?	23µM*	10%
OCc1nc2ccccc2n1CCCc1ccccc1	16µM*	?	nt

Brought forward from above: 4 compounds, then new ones.
Molecule	TDP1 cell CPT	TDP1 cell noCPT	TDP1 block
COc1ccc(OC2C(=O)N(Cc3ccc(F)cc3)C2c2cc(OC)c(OC)c(OC)c2)cc1 (centres undefined)	?	23µM*	-3%
Cc1cc(C(=O)COC(=O)CNC(=O)c2ccc(Cl)c(Cl)c2)c(C)n1Cc1ccco1	1%	-11%	0%
Cc1ccsc1/C=C/c1ccc2cccc(O)c2n1	?	23µM*	10%
OCc1nc2ccccc2n1CCCc1ccccc1	16µM*	?	nt
CCOc1ccc(-c2nnc(NC(=O)C3CCCC3)o2)cc1	?	?	3%
CCOc1ccc(-n2c(SCc3ccc([N+](=O)[O-])cc3)nnc2-c2ccc(OC)cc2)cc1	18µM*	29µM*	14%
CCOC(=O)N1CCN(C(c2cccc(OC)c2)c2sc3nc(C)nn3c2O)CC1 (centres undefined)	-8%	-14%	0%
Cc1cccc(C)c1NC(=S)N(CCCN1CCN(C)CC1)Cc1cccs1	2%	10%	0%
O=C(CCNC(=O)c1ccc([N+](=O)[O-])cc1)Nc1cc(Cl)ccc1N1CCOCC1	-15%	-22%	1%
Cc1ccc(NC(=O)CSc2nc(CSc3ccc(C)cc3)cc(=O)[nH]2)cc1	-8%	-2%	0%
COc1ccc(CN(CCC(c2ccc(F)cc2)C2CCOC(C)(C)C2)C(=O)c2ccco2)cc1 (centres undefined)	21µM*	16µM*	-3%
CCOc1ccccc1CNCc1ccc(C(=O)O)cc1	-2%	-11%	0%
Nc1nc(Sc2ccc(C(F)(F)F)cn2)n[nH]1	-4%	-11%	-3%
C=CCN1C(=O)c2ccccc2Sc2ccc(C(=O)N3CCN(C)CC3)cc21	?	?	7%
Oc1ccc2ccccc2c1CNc1ccc(Br)cn1	-28%	-19%	-2%
O=C1CN(C(=O)c2cc3ccccc3oc2=O)C(c2ccccc2)c2cc(F)ccc2N1 (centres undefined)	-9%	-21%	3%
CC(=O)/C(=N\Nc1ccccc1)Sc1nnc(-c2ccccc2)n1-c1ccccc1	-23%	-21%	5%
CCCCNC(=O)c1nn(-c2ccc(C)cc2)c(=O)c2c1c1ccccc1n2C	8.2µM*	2.6µM*	-5%
Cc1ccc(SCCNC(=O)CN(c2ccccc2)S(=O)(=O)N(C)C)cc1	-29%	?	2%
CC1CCN(C(=O)CSCC(=O)Nc2nc(-c3cccs3)cs2)CC1	?	?	-3%
C/C(=N/NS(=O)(=O)c1ccc(C)cc1)c1c(O)c2ccccc2oc1=O	?	?	nt
CCCCc1ccc(NC(=O)C2CCCC2)cc1	?	?	nt
COC(=O)c1c(C)oc(C)c1S(=O)(=O)N(C)C1CCCCC1	-28%	?	-3%
CC(C)(C)NC(=O)c1ccc2c(c1)C(=O)N(Cc1ccco1)C2=O	-7%	4%	nt
COc1nc(OC)nc(Oc2ccc(Cl)cc2[N+](=O)[O-])n1	1%	-1%	3%
CC(C)c1ccc(N(CC(=O)NC2CCCCC2)C(=O)CCC(=O)Nc2ccccn2)cc1	?	?	1%
CC1CC(C)(C)NC(=S)N1CCC(=O)NCCc1ccc(Cl)cc1 (centres undefined)	-14%	?	0%
CCOC(=O)c1cc(S(=O)(=O)NC2CCC(C)CC2)cn1C (centres undefined)	-2%	?	2%
CCC(C)(C)NC(=O)C(c1ccco1)N(C(=O)CNC(=O)c1cccs1)c1cccnc1 (centres undefined)	-19%	-4%	-2%
CSC1=NSC2=NC(=O)/C(=C/c3coc4ccccc4c3=O)C(=N)N12	?	-27%	5%
COc1ccc(OC)c(NC(=O)CN(c2ccc(C)cc2)S(=O)(=O)c2c(C)n[nH]c2C)c1	?	?	10%
Cc1nn(CC(=O)NNC(=S)NCC2CCCO2)c(C)c1Br (centres undefined)	-2%	0%	3%
COc1ccccc1N1CCN(C(=O)CSc2nnc(NC(=O)C(C)C)s2)CC1	?	?	6%
Cc1c(C(=O)OC2CCCCC2)[nH]c2c1C(=O)CC(c1ccc(F)cc1)C2 (centres undefined)	?	?	-5%

Record cards, as listed above. Values in the order: TDP1 cell CPT	TDP1 cell noCPT	TDP1 block
Record of Cc1ccc(O)c(NC(=O)CCS(=O)(=O)c2nc(-c3cccs3)cc(C(F)(F)F)n2)c1 : 2.6µM*	5.8µM*	3%
Record of COC(=O)c1ccc(NC(=O)CCN2C(=O)C3C4CCC(C4)C3C2=O)cc1 (centres undefined) : -4%	-21%	4%[56.1 µM]

More records follow:
Molecule	TDP1 cell CPT	TDP1 cell noCPT	TDP1 block
Cc1noc(C)c1COC(=O)c1cnc(Cl)c(Cl)c1	22%	16%	nt
CC(C)c1nc2n[nH]c(N)c2c2c1CCCC2	?	-8%	6%
Cc1ccc(O)c(NC(=O)CSc2n[nH]c(-c3ccccc3)n2)c1	?	16µM*	3%
CC(Sc1nnnn1C)C(=O)Nc1ccccc1 (centres undefined)	27%	-15%	-4%
CCCN(CCO)Cc1ccc(Cl)c(Cl)c1	-7%	0%	-2%
CCOc1ccc(NC(=O)N2CCN(S(C)(=O)=O)CC2)cc1	?	?	1%
COc1cc(CN2C(=O)C(C)ON=C2c2cccs2)cc(OC)c1 (centres undefined)	-26%	?	nt
Cc1ccc(S(=O)(=O)N2CCOCC2)cc1NC(=O)COC(=O)C1(C)CC1(Cl)Cl (centres undefined)	?	?	0%
CC1(C)CC(=O)c2c(O)cc(OCc3ccc([N+](=O)[O-])cc3)cc2O1	0%	?	4%
O=C(Nc1cccc(-c2ccc(N3CCOCC3)nn2)c1)c1cccc(Cl)c1	-21%	21µM*	nt
O=S(=O)(Nc1ccc(S(=O)(=O)N2CCCCCC2)cc1)c1cccs1	-2%	-3%	4%
CCS(=O)(=O)N1CCN(C(=O)c2ccc3nc(C)c(N(C)C(=O)CCc4ccccc4)n3c2)CC1	-1%	-8%	nt
Cc1ccc(OCCN2C(=O)CSC2=O)cc1	-3%	-6%	2%
O=C(N1CCOCC1)N1CCN(S(=O)(=O)N2CCOCC2)CC1	16%	-17%	0%
CCN1CCc2nc(N)sc2C1	?	29µM*	1%
O=c1cc(CSc2ccc(Cl)cc2)nc(-c2ccccc2)[nH]1	-15%	-19%	0%
CCSc1nc2sc3c(c2c(=O)n1-c1ccccc1)CCN(C)C3	?	?	nt
COc1ccc(C(CNC(=O)c2oc3ccc(C)cc3c2C)N2CCOCC2)cc1 (centres undefined)	23µM*	-94%	4%
CCOC(=O)Cc1ncccc1C(=O)Nc1ccc(OC(F)(F)F)cc1	-13%	15µM*	-3%
COCCN(C(=O)CSCC(=O)Nc1ccc(C)cc1)c1c(N)n(CC(C)C)c(=O)[nH]c1=O	-2%	3%	1%
Cc1ccccc1NS(=O)(=O)c1nnc(NC(=O)C(C)C)s1	-3%	10%	nt
O=C(Nc1ccccc1)N1CCCC2(CCN(C(=O)c3cnccn3)CC2)C1	12%	-11%	nt
CC(C)CN(C(=O)CN1CCN(c2ccccc2O)CC1)c1c(N)n(CC(C)C)c(=O)[nH]c1=O	1%	-4%	-6%
Cn1cc(CN2CCCC(CO)(Cc3cccc(Cl)c3)C2)cn1 (centres undefined)	-21%	?	2%
N#CC1C(=O)NC(=O)CC12CCCCC2 (centres undefined)	24%	3%	nt
C[C@H]1C[C@]2(O[C@@H]2C)C(=O)O[C@@H]2CCN(C)C/C=C(/COC(=O)[C@]1(C)O)C2=O	-5%	4%	-4%[56.1 µM]
O=C(C1CCCO1)N1CCN(C(=O)C23CC4CC(CC(C4)C2)C3)CC1 (centres undefined)	-22%	-1%	nt
COc1ccccc1NC(=O)CSc1ccc(-c2ccc(-n3cccn3)cc2)nn1	?	18µM*	-3%
Cc1cc(NC(=O)CSc2nc3ccsc3c(=O)n2CCCC(=O)NCCc2ccccc2)no1	?	?	-1%
CSc1nsc(SCC(=O)NCc2ccccc2)n1	11%	1%	4%
C=CCn1c(=N)n(CC(=O)c2cccc([N+](=O)[O-])c2)c2ccccc21	?	?	1%
N#Cc1ccsc1NC(=O)CN1CCN(S(=O)(=O)c2ccc3ccccc3c2)CC1	?	16µM*	4%
Cc1cc(CNC(=O)COc2ccc(F)cc2Cl)cc(C)c1O	-22%	-30%	6%
CCOc1nc(OCC)c2cnn(C)c2n1	-15%	-17%	3%
COCCNC(=O)c1cc(-c2cccnc2)nc2ccc(Br)cc12	?	?	4%
COc1ccc(C2=CN(Cc3ccccc3)C(c3ccccc3)CC2=O)cc1 (centres undefined)	?	?	4%
COC(=O)CNC(c1ccccc1)c1cc(Br)ccc1N (centres undefined)	-20%	?	7%
COC(=O)c1ccccc1N1CCS(=O)(=O)CC1	-11%	?	3%
Cc1ccccc1NC(=O)Nc1ccccc1Br	10µM*	?	6%
O=C(CCCCC(=O)NCCc1ccccc1)NCCc1ccccc1	9%	-10%	nt
CC(C)OCCCNC(=O)NC12CC3CC(CC(C3)C1)C2	-3%	-14%	-3%
CC(=O)NC(Cc1cccc(F)c1)C(=O)NC1CCN(c2nnnn2-c2ccccc2)CC1 (centres undefined)	0%	-1%	-1%
COc1cccc(-c2nc(S(=O)(=O)c3ccccc3)c(NCc3ccccc3)o2)c1	?	?	nt
